Compound activity as filed in PubChem.
AmpC detergent – inhibitors of E. coli AmpC beta-lactamase with detergent | P00811 | AmpC hydrolysis of nitrocefin, absorbance 480 nm, 0.01% Triton | Potency, µM (titrated, usually from 114 µM), without a hit: at the top dose activity change, negative = inhibition, hits mostly inhibitors | hit rate 0.041% among 370,000 | AID 485294;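 note: potency is the fitted concentration of half-maximal effect; 0% = no-compound wells and -100% = no-enzyme wells; nearly all actives have a fitted effect of over 25% in size; some results filed as inactive show a strong effect at the top dose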
Target sequence (P00811 whole entry, looked up): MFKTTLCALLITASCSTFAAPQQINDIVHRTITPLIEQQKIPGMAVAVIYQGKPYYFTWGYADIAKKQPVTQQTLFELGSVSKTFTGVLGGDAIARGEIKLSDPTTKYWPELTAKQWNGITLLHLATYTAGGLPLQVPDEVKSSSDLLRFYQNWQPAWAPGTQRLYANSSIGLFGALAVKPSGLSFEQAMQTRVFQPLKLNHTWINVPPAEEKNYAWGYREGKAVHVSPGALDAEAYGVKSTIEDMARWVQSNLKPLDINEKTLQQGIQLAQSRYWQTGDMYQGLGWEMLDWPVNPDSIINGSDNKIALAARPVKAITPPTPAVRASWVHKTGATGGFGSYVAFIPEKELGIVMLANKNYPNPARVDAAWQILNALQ
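20 mM phosphate pH 7.0 + 0.01% (detergent screen) or 0.0001% Triton X-100; 5.3 nM AmpC reagent; cpd preinc 15 min RT; nitrocefin (800 uM stock) to start; A480 q20 s × 4 min; Activity was normalised to no-enzyme and no-compound control wells.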
AmpC inh no detg – blocks E. coli AmpC beta-lactamase in detergent-free assay; Potency, µM (titrated, usually from 57.1 µM), without a hit: top-dose activity change, negative = inhibition, actives largely listed as inhibitors; hit rate 0.52% among 330,000; AmpC nitrocefin hydrolysis, absorbance 480 nm, 0.0001% Triton;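 note: potency is the fitted concentration of half-maximal effect; plate controls were no compound for no effect and no enzyme for full effect; nearly all actives have a fitted effect of over 20% in size; some results filed as inactive show a strong effect at the top dose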
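AmpC (5.3 nM in the dispensed reagent) in 20 mM phosphate pH 7.0 with 0.01% (detergent screen) or 0.0001% Triton X-100 was preincubated with compounds for 15 min at room temperature. Nitrocefin was then added from an 800 uM solution, and hydrolysis was followed at 480 nm.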
HCMV antiviral – blocks human cytomegalovirus replication; HFF cells, HCMV-luciferase reporter, 72 h; active compounds read low; activity change, negative = inhibition, % at 57.5 µM; hit rate 4.5% among 410,000; AID 1259415; in the data active = activity change below about -60%; inconclusive = no clear call, values can overlap the other calls; inactive = above about -39%
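Compounds were evaluated in HFFs infected with an HCMV luciferase reporter virus (MOI 1 PFU/cell). Luciferase in lysates collected 72 h post infection served as the replication measure.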
AMA1-RON2 inh – inhibitors of Plasmodium falciparum AMA1-RON2 interaction; AlphaScreen AMA1-biotinylated RON2 peptide binding; Potency, µM (titrated, usually from 58.2 µM), inactives show at the highest dose activity change, negative = inhibition, hits mostly inhibitors; hit rate 0.2% among 360,000;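 note: potency is the fitted concentration of half-maximal effect; 0% = vehicle wells and -100% = peptide control; nearly all actives have a fitted effect of over 45% in size; some results filed as inactive show a strong effect at the top dose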
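AMA1 (3D7) with his tag at 25 nM final met compounds first, then biotinylated RON2 peptide at 25 nM; detection used donor plus acceptor beads, 10 µg/mL apiece, read by AlphaScreen after 30 min at room temperature.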
FBPA Giardia inh – blocks Giardia fructose-bisphosphate aldolase activity. A8B2U2. purified Giardia FBPA. Potency, µM (series often up to 59.6 µM), without a hit: top-dose activity, negative = inhibition, actives largely listed as inhibitors. hit rate 0.71% among 290,000. AID 2451; note: potency is the fitted concentration of half-maximal effect; nearly all actives have a fitted effect of over 55% in size
Target sequence (A8B2U2 whole entry, looked up): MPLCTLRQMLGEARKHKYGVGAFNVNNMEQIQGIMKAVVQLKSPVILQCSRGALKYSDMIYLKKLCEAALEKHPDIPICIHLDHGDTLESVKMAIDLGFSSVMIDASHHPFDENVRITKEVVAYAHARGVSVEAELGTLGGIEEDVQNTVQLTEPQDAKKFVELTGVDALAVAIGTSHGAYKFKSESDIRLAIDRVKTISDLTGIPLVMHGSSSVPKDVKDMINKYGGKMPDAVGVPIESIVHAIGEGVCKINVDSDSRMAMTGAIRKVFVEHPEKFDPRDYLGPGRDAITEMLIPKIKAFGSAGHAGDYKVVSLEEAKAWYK
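40 nM FBPA preincubated 10 min at RT with compound (up to 57.5 uM final), then substrate plus GAPDH/TPI/NAD/arsenate coupling and diaphorase/resazurin added. Fluorescence read after 20 min at RT, 525/598 nm.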
Sm TGR block – blocks Schistosoma mansoni thioredoxin glutathione reductase | purified TGR, DTNB reduction, TNB absorbance 405 nm | Q962Y6 | hit rate 3% among 360,000 | Potency, µM (titrated, usually from 114 µM), inactives show top-dose activity change, negative = inhibition, actives largely listed as inhibitors; note: potency is the fitted concentration of half-maximal effect; nearly all actives have a fitted effect of over 60% in size
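TGR 20 nM + NADPH 100 uM (dispensed conc.), cpd preinc 15 min RT; start with NADPH (500 uM addition) then DTNB (15 mM addition). Kinetic TNB absorbance, 405 nm filter. Four-parameter Hill fit across titration.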
* marks the source's active call; other numbers are inactive results; ? = inconclusive; . = not tested or not shown; [ ] = remark or other dose. Unless noted, calls come from the whole dose curve; as a rule, active = well fitted curve in the direction sought with a large enough effect; inconclusive = small, poorly fitted or top-dose-only effect, or another doubt; inactive = no such curve, though single readings can be large; an effect the other way counts as inactive or inconclusive. Unless noted, % is set by controls: 0 for no effect and ±100 for the full control effect.

SMILES	AmpC detergent	AmpC inh no detg	HCMV antiviral	AMA1-RON2 inh	FBPA Giardia inh	Sm TGR block
Nc1nc(-c2cc(-c3ccccc3)no2)cs1	-17.3%	-46.7%	57.9	-6.5%	1.6%	9.1%
Cc1ccc(C)c(N2CCN(C(=O)CN3C(=O)c4ccccc4C3=O)CC2)c1	-14.2%	29.8%	-0.1	-10.3%	2.4%	-0.4%
Cn1c(=O)n(CC(=O)N2CCC3(CC2)OCCO3)c(=O)c2ccccc21	2.5%	-6.8%	7.6	-5.4%	-4.9%	-27.8%
CCc1ccc(N(C)S(=O)(=O)c2ccc3[nH]cc(C(=O)NCC4CCCO4)c(=O)c3c2)cc1 (stereo unspecified)	-4.3%	.	-30.5	.	.	-4.6%
Cc1nonc1C(=O)N/N=C/c1ccc(O)cc1	-4.8%	-18.7%	-28.4	39.4%[activator]	-1.4%	-6.0%
COc1cccc(C(=O)NC2(C(F)(F)F)C(=O)Nc3c2c(=O)[nH]c(=O)n3-c2ccc(C)cc2)c1 (stereo unspecified)	24.8%	.	23.5	.	.	6.4%
CCC1(C)CC(=O)c2c(ccc3oc(C(=O)NCc4ccccc4)c(C)c23)O1 (stereo unspecified)	16.6%	.	26.6	.	.	0.4%
Cc1ccc(S(=O)(=O)N2CCOCC2)cc1NC(=O)CNCc1ccc(Cl)cc1Cl	.	201.6%[activator]	-32.8	-3.2%	.	.
Cc1ccccc1Nc1nn2c(=O)c3ccc(C(=O)NCc4cccs4)cc3nc2s1	13.1%	.	-18.9	.	.	-2.5%
OC(CN1CCN(c2ccc(F)cc2)CC1)c1ccc(Cl)cc1 (stereo unspecified)	-15.5%	-11.3%	-18.3	-0.9%	11.3%	22.2%
COc1cc(CNCCO)ccc1OC1CCCC1	?	-0.6%	-7.4	15.6%	6.3%	-7.4%
O=C(O)CC(=O)Nc1ccc(Oc2ccc(C(F)(F)F)cn2)c(Cl)c1	?	-14.7%	-27.4	51.6%[activator]	16.0%	-3.8%
O=C(Nc1cccc(O)c1)N1CCOCC1	?	-4.9%	-22.8	7.0%	0.2%	?
CC(C)(C)c1cc(C(=O)N2CCc3ccccc32)ccn1	?	-3.6%	-22.1	10.7%	-6.9%	-1.9%
CN1CCN(c2ccc([N+](=O)[O-])cc2C(=O)c2ccc(Cl)cc2)CC1	-8.5%	-3.5%	-24.9	-0.6%	11.6%	0.0%
CCOC(=O)C1CCN(C(=O)C2CCN(S(=O)(=O)CC)CC2)CC1	-14.8%	-16.4%	46.3	14.8%	8.9%	19.7%
COc1ccc(Nc2nc(N3CCOCC3)nc(N3CCOCC3)n2)cc1Cl	?	-14.0%	18.3	-0.7%	1.2%	8.3%
O=C(CC1N=C2c3ccccc3N=C(SCc3ccccc3Cl)N2C1=O)NCc1cccs1 (stereo unspecified)	2.0%	.	6.5	.	.	9.0%
COc1ccc(-n2c(COc3ccc(C)cc3)nnc2SCc2ccc(C#N)cc2)cc1	-4.1%	55.7%	-13.2	-6.4%	4.6%	9.5%
CN1C(=O)[C@H]2[C@@H](C3CC3)N3C(=O)CN(Cc4ccccn4)C(=O)[C@@]3(Cc3ccccc3)[C@H]2C1=O	-10.5%	-21.8%	1.5	12.0%	-0.6%	0.8%

Entries of single compounds, quoted from the list. Order of values: AmpC detergent | AmpC inh no detg | HCMV antiviral | AMA1-RON2 inh | FBPA Giardia inh | Sm TGR block
`Cc1nonc1C(=O)N/N=C/c1ccc(O)cc1` is entered as -4.8% | -18.7% | -28.4 | 39.4%[activator] | -1.4% | -6.0%
`CCOC(=O)C1CCN(C(=O)C2CCN(S(=O)(=O)CC)CC2)CC1` is entered as -14.8% | -16.4% | 46.3 | 14.8% | 8.9% | 19.7%
`O=C(CC1N=C2c3ccccc3N=C(SCc3ccccc3Cl)N2C1=O)NCc1cccs1` (stereo unspecified) is entered as 2.0% | . | 6.5 | . | . | 9.0%
`CCc1ccc(N(C)S(=O)(=O)c2ccc3[nH]cc(C(=O)NCC4CCCO4)c(=O)c3c2)cc1` (stereo unspecified) is entered as -4.3% | . | -30.5 | . | . | -4.6%

Next part
SMILES	AmpC detergent	AmpC inh no detg	HCMV antiviral	AMA1-RON2 inh	FBPA Giardia inh	Sm TGR block
Cc1cc(C(F)F)n2nc(C(=O)Nc3cccc(S(=O)(=O)N4CCOCC4)c3)nc2n1	-5.5%	-6.7%	15.1	?	1.0%	-24.4%
COc1ccc(C(=O)OCCc2sc[n+](CC(=O)c3ccccc3)c2C)cc1	5.9%	28.0%	?	9.8%	-16.1%	?
COc1ccc(CC2C(=O)OC(C)(C)OC2=O)c(Cl)c1OC	0.4%	-13.5%	-0.3	-0.4%	-7.1%	-2.7%
Cc1cc(C)nc(NC2=NCC(=O)N2c2ccccc2)n1	?	9.5%	-8.1	-4.8%	-14.6%	4.2%
O=C(N/N=C/c1ccc([N+](=O)[O-])cc1)c1cc(C2CC2)nc2ccccc12	9.2%	-24.3%	11.9	66.7%[activator]	3.2%	9.4%
COc1cc(/C=C/C(=O)Nc2nnc(C(C)(C)C)s2)cc(OC)c1OC	-4.6%	-26.2%	-8.8	12.3%	3.5%	-16.7%
OCCNc1nc(Nc2ccc(Br)cc2)nc2ccccc12	1.5%	-22.8%	-33.6	-8.7%	-17.5%	-2.0%
CCN(CC)S(=O)(=O)c1cccc(-c2nnc(SCC(=O)c3cc(C)n(C4CC4)c3C)o2)c1	-10.4%	-23.3%	-34.0	2.8%	6.4%	-30.3%
CC1=C(C(=O)Nc2ccc(C)cc2C)C(c2ccccc2)n2nc(SCC(=O)c3ccc(C)cc3)nc2N1 (stereo unspecified)	6.6%	.	4.6	.	.	-0.9%
O=C(c1ccccc1)N1CCN(C(=O)C2CC2)CC1	-3.1%	-12.2%	-9.5	9.9%	-4.1%	-9.8%
O=C(COC(=O)COc1ccccc1[N+](=O)[O-])Nc1ccc2c(c1)OCO2	.	-4.1%	5.9	1.4%	.	.
COc1cc(-c2cc(=O)c3c(O)c(OC)c(OC)c(O)c3o2)ccc1O	9.2%	-34.7%	3.2	32.0%[activator]	-25.0%	?
O=C(Cn1nnc(-c2ccccc2NC(=O)c2ccccc2F)n1)NCc1ccco1	-3.4%	-25.3%	22.1	?	16.9%	-1.1%
N#CC1C(C#N)N2CCCN2C1c1ccc(Cl)cc1 (stereo unspecified)	-3.4%	-31.4%	27.9	12.0%	-4.7%	-9.7%
COc1ccc(/C=N/NC(=O)c2ccn[nH]2)cc1COc1ccc(Cl)cc1Cl	-2.6%	-6.0%	-37.1	-11.9%	-2.1%	4.2%
Cc1cc(C(=O)Nc2ccc3ccccc3c2)oc1C	-4.3%	-11.9%	57.9	-19.6%	-7.9%	1.6%
Cc1ccc(C2=NN=C(NC(=O)C(F)(F)F)SC2)cc1	5.1%	-25.2%	160.9	91.7%[activator]	1.0%	15.1%
Cc1ccc(C)c(N(CC(=O)NC2CCCC2)C(=O)c2csnn2)c1	-13.9%	1.3%	5.1	24.0%	5.0%	1.3%
O=C(NCC(=O)N1CCN(c2ccccc2O)CC1)c1ccco1	3.6%	0.0%	32.8	3.5%	-2.8%	-4.6%
COC(=O)Nc1ccc(=O)n(Cc2c(Cl)cccc2Cl)c1	0.2%	-24.3%	-23.0	2.7%	-17.1%	-25.1%
CC(=O)C1C(=O)CC(C)(O)C(C(C)=O)C1c1ccccc1 (stereo unspecified)	1.2%	-27.1%	1.3	-7.5%	5.4%	-2.6%
CC(C)C(=O)Nc1ccc2nc(SCC(=O)N3CCc4ccccc43)sc2c1	-5.0%	.	-10.9	.	.	-9.7%
COc1cc(C2c3[nH]c4ccccc4c3CCN2Cc2cn(C)nc2C)ccc1F (stereo unspecified)	-8.4%	116.3%[activator]	-2.2	-8.6%	-11.7%	-26.9%
COc1ccc(CNC(=O)CSc2nc3cccnc3s2)cc1	-6.2%	-20.3%	-3.1	1.2%	2.0%	0.1%
COc1ccc(NC(=O)/C=C/c2c(Cl)nc3ccccn23)cc1	2.3%	-50.9%	-61.8*	-9.3%	-8.1%	0.4%
CCC(=O)NC(c1ccco1)c1cc(Cl)c2ccccc2c1O (stereo unspecified)	9.5%	-14.3%	?	.	.	?
CCOC(=O)C1(Cc2ccc(Cl)cc2)CCN(C(=O)C2=NNC(=O)CC2)CC1	3.5%	-19.2%	29.0	3.4%	3.2%	2.1%
CC(O)Cn1c(=O)c2c(nc(Br)n2Cc2ccccc2)n(C)c1=O (stereo unspecified)	-0.2%	-3.1%	?	50.3%[activator]	0.5%	-24.3%
COc1cc(OC)c(C(=O)OCC(=O)NCC2CCCCC2)cc1OC	?	14.0%	-29.1	8.0%	.	-0.6%
O=C(N/C(=C/c1ccc(Cl)cc1)C(=O)N1CCCC1)c1ccccc1	0.7%	-15.2%	-36.3	-3.5%	0.7%	11.4%
CC(=O)c1sc(NC(=O)c2cc(S(=O)(=O)N3CCOCC3)ccc2F)nc1C	2.8%	-20.6%	0.0	3.0%	.	-6.8%
CCCSc1ccc([C@@H]2[C@@H]3C(=O)N(CC)C(=O)[C@@H]3[C@]3(C(=O)OC)CCCCN23)cc1OC	.	191.2%[activator]	-3.8	-6.0%	.	.
CCC(=O)n1nc(-c2ccc(Cl)cc2)nc1N	1.6%	-7.3%	9.6	-21.4%	-0.9%	2.7%[57.1 µM]
CN1CCN(C(=O)C23CC4CC(C2)CC(c2ccccc2)(C4)C3)CC1	5.5%	119.3%[activator]	19.9	-8.9%	-6.8%	7.9%
COc1ccc(CCN(C(=O)C(F)(F)F)C(C(=O)NC2CCCC2)c2cccs2)cc1 (stereo unspecified)	-1.2%	-6.2%	-20.4	-10.7%	-6.4%	12.7%
CN1C(=O)/C(=C/c2coc3ccc(O)cc3c2=O)SC1=S	2.0%	-21.7%	-38.3	1.4%	0.2%	-17.4%
COC(=O)c1ccc(C(=O)N(CCN(C)C)c2nc3c(Cl)cccc3s2)cc1	2.9%	-6.7%	0.0	-4.0%	0.2%	1.0%
CCn1nc(C(=O)N2CCN(Cc3ccc4c(c3)OCO4)CC2)c2ccccc2c1=O	-0.9%	23.0%	34.2	2.9%	-0.1%	0.7%
CS(=O)(=O)N1CCN(c2ccccc2NC(=O)c2ccc(-c3ccc(Cl)cc3Cl)o2)CC1	-14.9%	85.8%[activator]	42.4	-4.1%	13.5%	?
CCN1CC(CN(C)Cc2nc(COc3ccccc3)no2)CC1=O (stereo unspecified)	-8.1%	4.9%	11.6	9.2%	2.6%	0.6%
Cc1cccc(C(=O)NC2CCN(C(=O)NCc3ccccc3)CC2)c1	3.8%	-7.2%	-4.6	-5.1%	-2.9%	11.2µM*
CCOCCCn1c(SCC(=O)NCc2ccc3c(c2)OCO3)nc2ccccc2c1=O	8.3%	-17.2%	-35.6	42.9%[activator]	0.4%	30.5%
CCCCn1c(=S)[nH]c2ncccc2c1=O	?	-0.2%	16.1	69.3%[activator]	0.0%	-18.4%
